GALK inhibitor: inhibits human galactokinase; P51570; Potency, µM (series often up to 57.5 µM), for inactives: at the highest dose activity, negative = inhibition, most hits filed as inhibitors; 44,000 tested, under 10 active; recombinant GALK, Kinase-Glo ATP luminescence, 1 h;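 further: plate controls were full GALK reaction for no effect and reaction lacking GALK for full effect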
Target sequence (P51570 whole entry, looked up): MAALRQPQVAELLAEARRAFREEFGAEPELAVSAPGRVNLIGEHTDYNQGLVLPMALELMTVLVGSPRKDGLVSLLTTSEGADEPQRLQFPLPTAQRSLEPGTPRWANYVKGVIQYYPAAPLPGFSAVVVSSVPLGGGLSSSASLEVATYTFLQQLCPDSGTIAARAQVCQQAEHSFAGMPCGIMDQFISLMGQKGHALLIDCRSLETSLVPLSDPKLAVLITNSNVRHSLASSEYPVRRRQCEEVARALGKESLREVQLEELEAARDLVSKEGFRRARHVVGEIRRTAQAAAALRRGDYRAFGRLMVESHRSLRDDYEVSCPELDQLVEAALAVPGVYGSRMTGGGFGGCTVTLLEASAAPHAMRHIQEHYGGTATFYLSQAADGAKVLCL
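Human GALK (5 nM) was incubated with 35 uM ATP and 100 uM galactose in 20 mM HEPES pH 8.0 with MgCl2, NaCl, DTT and BSA for 1 h at room temperature. Remaining ATP was measured by Kinase-Glo Plus luminescence.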
p53null 32C tox: p53 null cell cytotoxicity, permissive temperature; H1299-neo p53 null cells, ATP luminescence, 24 h, 32C; Potency, µM (titrated, usually from 46.1 µM), inactives show at the top dose activity change, negative = cytotoxicity, actives largely listed as cytotoxic; hit rate 0.62% among 55,000;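 further: potency means the concentration at half of the fitted maximal effect; 0% = DMSO only and -100% = full killing by 100 µM tamoxifen; nearly all actives have a fitted effect of over 55% in size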
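Cytotoxicity: H1299-neo (no p53), 32C, 24 h treatment. Concentrations up to 46 uM. Readout cellular ATP, luminescence. Normalization to DMSO basal and tamoxifen 100 uM maximal kill.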
p53null 39C tox: selectivity test: cytotoxicity in p53 null cells, nonpermissive temperature | H1299 p53-null (neo) cells, 39C, ATPlite viability, 24 h | Potency, µM (titrated, usually from 46.1 µM), without a hit: at the top dose activity, negative = cell killing, actives largely listed as cytotoxic | hit rate 0.97% among 55,000 | AID 904;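 further: potency means the concentration at half of the fitted maximal effect; 0% = DMSO only and -100% = full killing by 100 µM tamoxifen; nearly all actives have a fitted effect of over 50% in size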
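Following overnight plating at 37C (600 cells/well), H1299-neo or H1299-p53A138V cells are dosed up to 46 uM. Incubation lasts 24 hr at 39C before ATP detection.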
TSG101-PTAP inh: inhibitors of HIV-1 PTAP binding to human TSG101, validation. Q99816. AID 1347069. 44,000 tested, under 10 active. Potency, µM (series often up to 115 µM), without a hit: at the highest dose activity change, negative = inhibition, hits mostly inhibitors. Fluorescence polarization, FITC-PTAP peptide/Tsg101, 20 min; further: potency means the concentration at half of the fitted maximal effect; 0% is about no effect
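The Tsg101 binding domain, at 10 uM final, is mixed with compound and a FITC peptide bearing the PTAP motif (50 nM final). After 20 min at r.t., polarization is measured; actives defined by CRC class, efficacy cut-off 60% inhibition.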
FH mod: Identification of activators of human fumarate hydratase by quantitative high-throughput screening. Fumarate hydratase, mitochondrial (Homo sapiens), P07954. FH coupled MDH/diaphorase resazurin fluorescence, 15 min. Potency, µM (titrated, usually from 79.9 µM), for the others: at the top dose activity change, negative = inhibition, most hits filed as inhibitors. hit rate 0.22% among 54,000. AID 1347055, 2019; further: potency means the concentration at half of the fitted maximal effect; on the % scale 0 is the no-effect control and ±100 the full control effect; the screen sought activators but most active calls are inhibition curves; nearly all actives have a fitted effect of over 45% in size
B2AR arrestin ag: ADRB2 beta-arrestin recruitment; P07550; Potency, µM (highest dose often 46.1 µM), for the others: top-dose activation, actives largely listed as activators; 44,000 tested, under 10 active; HTLA Tango cells, beta-arrestin recruitment, luciferase luminescence, 18 h;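 further: potency means the concentration at half of the fitted maximal effect; 0% = DMSO and full agonism = EC100 isoproterenol or metaproterenol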
Target sequence (P07550 whole entry, looked up): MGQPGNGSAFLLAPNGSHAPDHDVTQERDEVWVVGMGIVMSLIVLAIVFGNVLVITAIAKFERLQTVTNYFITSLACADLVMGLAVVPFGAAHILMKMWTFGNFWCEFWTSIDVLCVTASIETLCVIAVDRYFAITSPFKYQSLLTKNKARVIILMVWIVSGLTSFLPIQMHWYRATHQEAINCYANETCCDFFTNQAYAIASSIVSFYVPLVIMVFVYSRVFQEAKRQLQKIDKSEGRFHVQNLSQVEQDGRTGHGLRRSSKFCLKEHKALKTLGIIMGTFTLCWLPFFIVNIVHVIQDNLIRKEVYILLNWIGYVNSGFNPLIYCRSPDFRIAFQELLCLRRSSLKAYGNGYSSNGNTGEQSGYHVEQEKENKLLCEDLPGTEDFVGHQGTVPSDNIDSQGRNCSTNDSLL
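First, Tango cells carrying beta2-AR and beta-arrestin fusions received compound up to 46 microM. After 18 hr at 37 degrees C, luciferase substrate was added for 15 minutes, then luminescence gave %Activity for curve fitting.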
NTMT1 inh: blocks human N-terminal methyltransferase 1 activity; Q9BV86; NTMT1 MTase-Glo SAH luminescence, purified enzyme; Potency, µM (doses to about 114 µM), for the others: top-dose activity change, negative = inhibition, actives largely listed as inhibitors; hit rate 2.5% among 59,000; AID 1645870;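 further: potency means the concentration at half of the fitted maximal effect; plate controls were DMSO vehicle for no effect and no enzyme for full effect; nearly all actives have a fitted effect of over 65% in size; many of its hits are not listed in these tables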
Target sequence (Q9BV86 whole entry, looked up): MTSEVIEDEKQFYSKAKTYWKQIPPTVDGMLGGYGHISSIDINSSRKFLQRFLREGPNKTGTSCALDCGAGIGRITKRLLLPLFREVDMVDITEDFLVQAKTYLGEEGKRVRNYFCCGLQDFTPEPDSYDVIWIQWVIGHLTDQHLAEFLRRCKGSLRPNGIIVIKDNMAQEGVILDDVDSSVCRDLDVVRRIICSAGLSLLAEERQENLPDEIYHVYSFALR
* marks the source's active call; other numbers are inactive results; ? = inconclusive; . = no result given; [ ] = another dose, or the depositor's remark. The call rests on the fitted dose curve; in most records, active means well fitted curve in the direction sought with a large enough effect; inconclusive means small, poorly fitted or top-dose-only effect, or another doubt; inactive means no such curve, though single readings can be large; an effect the other way counts as inactive or inconclusive.

SMILES	GALK inhibitor	p53null 32C tox	p53null 39C tox	TSG101-PTAP inh	FH mod	B2AR arrestin ag	NTMT1 inh
COc1cccc(-c2nc3c(c(SCc4ccccc4)n2)Cc2c(CO)cnc(C)c2O3)c1	2%	-6%	-15%	-1%	-23%	0%	?
COc1ccc(NC(=O)CN(c2ccccc2OC)S(C)(=O)=O)c(OC)c1	0%	-1%	0%	-6%	0%	0%	-20%
CCCOC(=O)c1ccc(Nc2nc3ccccc3nc2-n2nc(C)cc2C)cc1	-6%	-3%	0%	-7%	-8%	1%	11%
O=C(NCCc1csc(-c2cccc(F)c2)n1)c1ccco1	-1%	-4%	-7%	-3%	-2%	-1%	-16%
COc1ccc2sc(N(Cc3cccnc3)C(=O)c3ccc4c(c3)OCCO4)nc2c1	0%	40%[activator]	-18%	-12%	-28%	-1%	-3%
CCCCSCCCNC(=O)CN1C(=O)COc2ccc(S(=O)(=O)N3CCCC3)cc21	1%	-4%	-16%	-5%	-3%	1%	1%
CCOC(=O)c1cccc(NC(=O)CCC(=O)N2CC(C)Oc3ccc(C)cc32)c1 (configuration not stated)	?	-2%	-2%	0%	4%	0%	5%
CCOc1ccc(-c2csc(-c3nc(-c4ccc(Br)s4)cs3)n2)cc1	0%	4%	12%	2%	2%	0%	1%
COc1ccccc1OCc1ccc(C(=O)Nc2ccc(C)c(C)c2)o1	2%	-5%	23%	0%	-10%	-1%	-18%
COc1cc(NC(=O)CN2Cc3ccccc3C2=O)cc(OC)c1OC	1%	-11%	-13%	-6%	-2%	-1%	26%
COc1cc(C)ccc1OCCSc1nnc(-c2ccc(C)cc2)o1	-5%	0%	-3%	-3%	-12%	-3%	-2%
COc1cc(NC(=O)Cn2nc(C(F)(F)F)c3c2CCC3)cc(OC)c1OC	1%	-6%	3%	-12%	3%	6%	6%
COc1ccc(N(Cc2cccs2)C(=O)COc2cccc(Cl)c2)cc1	5%	41%[activator]	6%	1%	-27%	-5%	-7%
CCOc1ccc(NC(=O)C2CCCN(c3cnccn3)C2)cc1 (configuration not stated)	2%	-8%	-7%	-5%	-1%	-1%	16%
CC(C)(C)OC(=O)N1CCC(c2c(C(=O)N3CCCCC3)cnn2-c2cccc(F)c2)CC1	-1%	-1%	-12%	0%	-20%	-1%	2%
O=C(CCc1nc(-c2cccs2)no1)Nc1ccc([N+](=O)[O-])cc1	6%	0%	-16%	-1%	-19%	-3%	-5%
CC1CCCCN1Cc1c(O)ccc2c(=O)c(-c3ccc(Cl)cc3)c(C(F)(F)F)oc12 (configuration not stated)	-1%	-2%	-26%	-2%	-1%	1%	-2%
Cc1ccc(-n2nnnc2CNC(=O)C2CC(=O)N(c3ccccc3)C2)cc1C (configuration not stated)	0%	-2%	24%	-8%	0%	0%	9%
COc1cccc(CNC(=O)CN2C(=O)CSc3ccc(S(=O)(=O)N4CCCC4)cc32)c1	3%	-2%	-15%	-5%	-12%	-1%	27%
CCOc1cccc(C2c3c(oc4ccc(F)cc4c3=O)C(=O)N2CCOC)c1 (configuration not stated)	2%	-1%	-5%	1%	0%	1%	5%
COc1ccc(CCNC(=O)CCc2cn(Cc3ccc(F)cc3)c3ccccc23)cc1OC	0%	16%	22%	-7%	-17%	1%	4%
CCCc1ccc(OC(C)C(=O)Nc2sc3c(c2C(=O)OC)CCCCC3)cc1 (configuration not stated)	8%	-1%	-3%	2%	-2%	-1%	0%
O=C(NC1CCCCC1)c1ccc(CSc2nc3ccncc3n2Cc2ccccc2)cc1	-2%	18%	-18%	-2%	-12%	-3%	6%
Cc1ccccc1CNC(=O)c1ccc(CSc2nc3cccnc3n2Cc2ccccc2)cc1	-4%	6%	-30%	2%	-27%	2%	6%
COc1ccc(-n2cc(C(=O)NCc3cccc(OC)c3)c3ccccc3c2=O)cc1	3%	-11%	43%[activator]	2%	-20%	2%	4%
O=C(CC1N=C2c3ccccc3N=C(SCc3ccc(Cl)cc3)N2C1=O)NCc1cccs1 (configuration not stated)	2%	5%	7%	0%	6%	0%	-3%
Cc1ccccc1CSc1ncc(Cl)c(C(=O)NCc2ccccc2)n1	1%	2%	-15%	-1%	5%	-1%	2%
COc1ccc(N2CCN(S(=O)(=O)c3ccc(-c4cnc(C5CC5)o4)cc3)CC2)cc1	-3%	-1%	-10%	-3%	3%	1%	8%
COc1ccc(-c2noc(-c3ccc(N4CCCCC4C)c([N+](=O)[O-])c3)n2)cc1OC (configuration not stated)	4%	2%	7%	1%	-16%	0%	2%
CC1CCC(NC(=O)c2ccc3c(c2)N(Cc2cccc(F)c2)C(=O)c2ccccc2S3)CC1 (configuration not stated)	1%	28%	17%	-1%	-17%	2%	6%

Part of the list above, with bars between the fields.
SMILES | GALK inhibitor | p53null 32C tox | p53null 39C tox | TSG101-PTAP inh | FH mod | B2AR arrestin ag | NTMT1 inh
Cc1ccccc1CNC(=O)c1ccc(CSc2nc3cccnc3n2Cc2ccccc2)cc1 | -4% | 6% | -30% | 2% | -27% | 2% | 6%
COc1ccc(-n2cc(C(=O)NCc3cccc(OC)c3)c3ccccc3c2=O)cc1 | 3% | -11% | 43%[activator] | 2% | -20% | 2% | 4%

Additional compounds.
SMILES	GALK inhibitor	p53null 32C tox	p53null 39C tox	TSG101-PTAP inh	FH mod	B2AR arrestin ag	NTMT1 inh
Cc1ccccc1-c1noc(-c2nnn(-c3ccccc3C)c2N)n1	?	-2%	-15%	6%	-3%	-1%	26%
COc1cccc(NC(=O)CCc2c(C)nc3c4cccnc4nn3c2C)c1	6%	-2%	8%	2%	-29%	1%	-2%
CCOC(=O)Cc1c(C)nc2cc(-c3ccc(C(C)(C)C)cc3)nn2c1C	0%	-3%	0%	-4%	-28%	1%	4%
COc1cccc(OCCn2c(-c3ccc(Br)cc3)nc3ccccc3c2=O)c1	0%	-4%	3%	1%	.	1%	.
CCN(CCCNC(=O)c1cc2cc3ccc(C)cc3nc2s1)c1ccccc1	1%	-10%	-21%	-1%	-5%	1%	-1%
O=C(CSCc1ccc(F)cc1)N1CCN(c2ccc(Cl)cc2)CC1	-1%	-3%	9%	-6%	-18%	-1%	1%
CNC(=O)C1CCC(Cn2c(=O)c3sccc3n(CC(=O)NCc3ccc(F)cc3)c2=O)CC1 (configuration not stated)	1%	-1%	-3%	1%	1%	0%	-16%
COc1ccccc1CNS(=O)(=O)c1ccc(N2CCCCS2(=O)=O)cc1	2%	-2%	-5%	-5%	-3%	-1%	4%
Cc1ccc(-c2noc(CSc3nnc(Cc4ccccc4)n3-c3cccc(C)c3)n2)cc1	-1%	33%[activator]	?	-3%	?	-2%	-5%
COC(=O)c1ccccc1NC(=O)c1ccc2c(c1)CCN2S(=O)(=O)c1ccc(C)cc1	1%	1%	?	3%	-7%	-1%	11%
Cc1ccc(S(=O)(=O)c2nnn3c2nc(NCc2ccc4c(c2)OCO4)c2sccc23)cc1C	0%	9%	-3%	-2%	-8%	3%	?
CCCN1C(C(=O)c2ccccc2)=C(OC(=O)COc2ccc(C)cc2)c2ccccc2S1(=O)=O	-2%	-18%	32µM*	-6%	-12%	6%	13%
CCN(CC)C(=O)c1c(NC(=O)c2ccccc2F)sc2c1CCC(C(C)(C)C)C2 (configuration not stated)	0%	24%	50%[activator]	-1%	-22%	-2%	12%
COc1ccc(-c2cc(C)no2)cc1S(=O)(=O)N1CCOc2ccccc21	0%	7%	-2%	1%	-20%	0%	0%
CCC1CCCCN1C(=O)Cn1c(=O)cc(C(F)(F)F)c2c(C)nn(C)c21 (configuration not stated)	-2%	-13%	-6%	-2%	-11%	1%	0%
COC(=O)c1ccc(NC(=O)CN(CCc2ccccc2)S(=O)(=O)c2ccc(OC)cc2)cc1	1%	25%	42%[activator]	2%	-9%	1%	?
Cc1ccc(CNC(=O)c2ccc(Cn3c(=O)c4ccccc4n(CC(=O)Nc4c(C)cc(C)cc4C)c3=O)cc2)cc1	-7%	?	?	-5%	-7%	1%	?
Cc1ccc(Cn2c(C(=O)O)c(CNCc3ccc(C)o3)c3ccc(C)cc32)cc1	-9%	-7%	-16%	-14%	?	1%	-2%
Cc1cccc(N2CCN(S(=O)(=O)c3c(C)nc4scc(C)n4c3=O)CC2C)c1 (configuration not stated)	-11%	-8%	-1%	-2%	-15%	-2%	8%
COc1cc(OC)c(C2Nc3c(C)cccc3-c3cc(C)nn32)cc1OC (configuration not stated)	2%	1%	-12%	-3%	?	0%	-5%

Taken from above:
B2AR arrestin ag, `Cc1cccc(N2CCN(S(=O)(=O)c3c(C)nc4scc(C)n4c3=O)CC2C)c1` (configuration not stated) = -2%
NTMT1 inh, `COc1ccc(-c2cc(C)no2)cc1S(=O)(=O)N1CCOc2ccccc21` = 0%

(list continues)
SMILES	GALK inhibitor	p53null 32C tox	p53null 39C tox	TSG101-PTAP inh	FH mod	B2AR arrestin ag	NTMT1 inh
O=C(Nc1ccc(Cl)cc1)N1CCC(c2ccccc2)C1 (configuration not stated)	1%	4µM*	?	-2%	-4%	0%	8%
CCn1c(=O)cc(SCC(=O)NCc2cccc(Cl)c2)c2ccccc21	4%	0%	-7%	1%	-3%	-2%	5%
CCSc1ncc(Cl)c(C(=O)Nc2c(C(=O)c3ccccc3)oc3ccccc23)n1	-9%	-2%	14%	0%	-6%	-1%	2%
Cc1ccccc1NC(=O)CCn1cnc2onc(-c3ccc(F)cc3)c2c1=O	0%	-4%	-4%	0%	-20%	0%	9%
COc1cccc(-c2cc(C(F)(F)F)n3nc(-c4ccc(C)cc4)cc3n2)c1	2%	3%	-1%	2%	3%	0%	-25%
CCCS(=O)(=O)c1nc(S(=O)(=O)c2ccc(C)cc2)c(NC(C)c2ccccc2)s1 (configuration not stated)	-4%	4%	-10%	1%	-11%	-4%	17%
Cc1cccc(C(C)C)c1NC(=O)C(NS(=O)(=O)c1cccc2nsnc12)c1ccccc1 (configuration not stated)	6%	20%	-20%	0%	-9%	1%	-4%
COc1ccc2c(c1)CC(NC(=O)Nc1ccc(NC(C)=O)cc1)CO2 (configuration not stated)	-1%	5%	-9%	-1%	-17%	0%	-1%
Cc1cccc(-c2nc(SCc3cc(=O)c4c(C)cc(C)cc4[nH]3)n[nH]2)c1	-1%	?	?	1%	6%	0%	-8%
COc1cccc(Nc2cc(C)nc3nc(-c4ccc(Cl)cc4)nn23)c1	4%	-13%	-15%	-1%	-12%	0%	-5%
CCOc1ccc(NS(=O)(=O)c2ccc3[nH]cc(C(=O)NC4CCCC4)c(=O)c3c2)cc1	0%	2%	-5%	0%	-17%	1%	2%
Cc1ccccc1C(=O)Nc1nnc(S(=O)(=O)N(C)Cc2ccccc2)s1	0%	-4%	-2%	1%	-3%	0%	18%
Cc1ccc(C)c(N2CCN(C(=O)C3CCC(CNS(=O)(=O)c4cccs4)CC3)CC2)c1 (configuration not stated)	-7%	41%[activator]	36%[activator]	-2%	-22%	-1%	8%

The list is partial, so the mix of outcomes need not match the whole.
